Compound activity as filed in PubChem.
CHRM1 PAM = potentiates human M1 receptor response to acetylcholine | activation, % at 3 µM | P11229 | actives 0.088% (n = 360,000) | CHO-K1 hM1, Fluo-8 calcium fluorescence, ACh EC20; 0% = ACh EC20, 100% = maximal ACh; in the data active = activation above about 19%, passing the limit was not always enough
Target sequence (P11229 whole entry, looked up): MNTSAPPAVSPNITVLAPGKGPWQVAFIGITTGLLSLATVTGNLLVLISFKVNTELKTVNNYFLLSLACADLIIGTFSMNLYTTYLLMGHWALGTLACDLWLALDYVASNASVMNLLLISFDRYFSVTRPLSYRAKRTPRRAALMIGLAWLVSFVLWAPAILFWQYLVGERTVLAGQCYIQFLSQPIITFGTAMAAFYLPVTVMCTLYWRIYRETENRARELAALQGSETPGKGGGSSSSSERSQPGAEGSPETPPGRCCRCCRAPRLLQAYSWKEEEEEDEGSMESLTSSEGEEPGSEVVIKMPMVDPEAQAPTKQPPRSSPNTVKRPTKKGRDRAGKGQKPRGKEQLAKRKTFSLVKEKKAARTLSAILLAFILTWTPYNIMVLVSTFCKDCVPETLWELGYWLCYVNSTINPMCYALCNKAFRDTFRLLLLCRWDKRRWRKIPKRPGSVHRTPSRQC
TAAR1 ag = human TAAR1 agonism. activation, % at 3 µM. actives 0.99% (n = 360,000). CHO RD-HGA16 TAAR1, Fluo-8 calcium fluorescence; vehicle wells 0%, saturating PEA agonist 100%;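 active = activation above the mean activation of all test compounds in the run plus 3 SD, cut at about 38% in these data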
Target sequence (Q96RJ0 whole entry, looked up): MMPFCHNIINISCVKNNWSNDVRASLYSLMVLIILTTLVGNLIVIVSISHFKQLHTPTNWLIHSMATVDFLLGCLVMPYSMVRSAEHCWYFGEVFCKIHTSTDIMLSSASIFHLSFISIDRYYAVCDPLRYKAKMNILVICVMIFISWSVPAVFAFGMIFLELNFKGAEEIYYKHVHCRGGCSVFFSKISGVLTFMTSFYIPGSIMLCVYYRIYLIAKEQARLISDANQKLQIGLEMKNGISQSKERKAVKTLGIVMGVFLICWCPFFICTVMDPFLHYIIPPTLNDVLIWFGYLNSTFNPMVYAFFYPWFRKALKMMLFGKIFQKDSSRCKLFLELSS
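System: CHO-derived RD-HGA16 cells with stable Gα16 and human TAAR1 / Times: 17-24 h plating, Fluo-8 75 min 37 °C, 30 min RT / Technique: calcium-sensitive Fluo-8 signal, excitation 470-495, emission 515-575 nm / Measure: % activation relative to PEA EC100 response / Benchmarks: DMSO and PEA EC100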
M1 antag = human CHRM1 antagonism. P11229. CHO-K1 hM1, Fluo-8 calcium fluorescence, ACh EC80 antagonist. inhibition, % at 3 µM. actives 1.3% (n = 360,000);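 active = percent inhibition above its own plate's cutoff, namely the mean of that plate's compound wells plus 3 SD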;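 note: peak over basal fluorescence ratio during 140 s after agonist addition; 0% = ACh EC80 plus DMSO and 100% = DMSO alone without agonist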
M1 PAM parental = nonselective activator or artifact in parental CHO-K1 calcium assay. ATP EC20, Fluo-8 calcium fluorescence; 0% at ATP EC20, 100% at ATP max. activation, % at 3 µM. actives 0.02% (n = 360,000);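 active = activation above the run cutoff, the mean activation of all test compounds plus 3 SD, cut at about 40% in these data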;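 note: peak over basal fluorescence ratio in a 140 s read after ATP addition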
CHO parental Ca = counter-screen: ATP calcium response change in parental CHO cells. parental CHO-K1, ATP-induced calcium, Fluo-8 fluorescence. inhibition, % at 5.6 µM. actives 0.63% (n = 330,000). AID 463079;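 active = inhibition above that plate's mean sample inhibition plus 3 SD, cut at about 26% in these data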;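 note: 0% = ATP-challenged DMSO wells and 100% = DMSO wells without ATP; some compounds past the cut are filed as inactive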
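Test system: untransfected parental CHO cell line; also added: ATP stimulus; dosing: 5.6 µM, single dose; signal: calcium-sensitive Fluo-8 fluorescence; measure: percent inhibition of ATP-evoked calcium rise, normalized to controls; benchmarks: low control ATP plus DMSO, high control DMSO only; replication: one well per compound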
TAAR1 antagonist = human TAAR1 antagonism; Q96RJ0; CHO RD-HGA16 TAAR1, Fluo-8 calcium fluorescence, antagonist; inhibition, % at 3 µM; actives 1.5% (n = 360,000); AID 624466;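 active = inhibition above a per-plate cutoff, the mean inhibition of test compounds on that plate plus 3 SD, cut at about 49% in these data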;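 note: 0% = DMSO plus EC80 beta-PEA response and 100% = DMSO alone without agonist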
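Test system – hTAAR1-expressing CHO RD-HGA16 cells, Gα16-coupled · Reagent – β-PEA at EC80 concentration, post-compound challenge · Compound dosing – 3 µM, single point · Timing – 140 s kinetic read after compound, 140 s after agonist · Detection – Fluo-8 intracellular calcium dye fluorescence, real-time kinetic reads · Control set – DMSO and EC80 PEA controls · Repeats – n of 1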
CHRM1 agonist = agonists of human M1 muscarinic receptor. actives 0.33% (n = 360,000). CHO-K1 hM1, Fluo-8 calcium fluorescence, agonist mode; 0% DMSO, 100% acetylcholine EC100. P11229. activation, % at 3 µM;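 active = activation above the run's mean compound activation plus 3 SD, cut at about 16% in these data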;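 note: peak over basal fluorescence ratio within a 140 s kinetic read after compound addition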
M1 ag parental = counter-screen for M1 agonists: effect in parental CHO-K1 cells. Fluo-8 calcium fluorescence; scaled to maximal ATP response, vehicle zero. activation, % at 3 µM. actives 0.48% (n = 360,000); in the data active = activation above about 15%;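 note: untransfected CHO-K1 host cells lacking M1 receptor as counterscreen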
CHO-K1 Ca antag = nonselective inhibitor or artifact in parental CHO-K1 cells; ATP-induced calcium, Fluo-8 fluorescence; inhibition, % at 3 µM; actives 0.6% (n = 360,000); AID 602250;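 active = inhibition above a per-plate cutoff, the plate's mean sample inhibition plus 3 SD, cut at about 24% in these data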;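 note: 0% = DMSO plus EC80 ATP and 100% = DMSO alone without ATP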
Starred values were filed as active, the others as inactive; · = no result given.

SMILES	CHRM1 PAM	TAAR1 ag	M1 antag	M1 PAM parental	CHO parental Ca	TAAR1 antagonist	CHRM1 agonist	M1 ag parental	CHO-K1 Ca antag
O=C(Nc1cccc(S(=O)(=O)N2CCCC2)c1)c1cc(S(=O)(=O)N2CCOCC2)ccc1F	-6	11	0	4	-10	28	-2	4.6	-12
Cc1cc(C)cc(-n2cc(C(=O)O)c(=O)cc2C)c1	-2	-1	7	-1	-6	16	-4	4.6	5
CCOC(=O)c1ccc(NC(=O)C(C)NS(=O)(=O)c2ccc(OC)cc2)cc1 (stereo not drawn)	2	1	2	8	-2	1	-5	0.9	21
CC(C)Oc1ccc(S(=O)(=O)N2CCOCC2)cc1NC(=O)C1CCCC1	0	0	1	-1	-16	-1	-3	-0.3	-12
CC(=O)Nc1nonc1-c1nc2ccccc2n1Cc1ccccn1	4	4	-15	-4	-8	-7	-1	-0.1	-5
COc1ccccc1C(=O)NNC(=O)c1cccc(C)c1	17	5	-25	18	-9	1	-1	1.3	-10
CN(CCc1ccccn1)C(=O)CCC1CCCN(C(=O)c2ccccn2)C1 (stereo not drawn)	5	3	4	1	0	-36	-3	1.0	-13
CC12CN3CCN(CC(C3)/C1=N\NC(=O)c1ccccc1N)C2	3	1	-1	11	2	-2	-2	0.8	-8
Cc1cc(N)n(-c2ccc(S(N)(=O)=O)cc2[N+](=O)[O-])n1	6	0	2	10	-1	10	-13	0.4	-9
Cn1cc(C(=O)N2CCN(c3cccc(Cl)c3)CC2)c(=O)c2cc(S(=O)(=O)N3CCOCC3)ccc21	2	0	2	0	-8	11	-2	-0.5	-5
Cc1nc2ccccc2c(=O)n1/N=C/c1ccccn1	10	7	-11	2	5	8	-3	0.7	-25
O=C(c1ccc2oc(CCCc3ccccc3)nc2c1)N1CCCC1	4	7	-25	9	-10	-44	-2	1.7	-3
O=C(CN1C(=O)C2CC=CCC2C1=O)OCC(=O)c1ccc(Cl)c([N+](=O)[O-])c1 (stereo not drawn)	-2	2	-1	-11	3	-4	-2	0.8	-2
CC(=O)Oc1ccc(C(=O)Nc2cccnc2)cc1	6	3	-6	12	5	-3	-4	1.7	-2
Clc1ccc(CSc2nnc(-c3ccccn3)n2Cc2ccco2)cc1Cl	0	5	-8	-8	·	48	-5	0.7	-6
O=C(c1cccc(Oc2ccccc2)c1)N1CCN(c2ccccn2)CC1	-3	10	8	-15	-16	19	-6	2.1	16
COc1ccc2[nH]c(=O)c(CN(C)C(=O)C3CCCCC3)cc2c1	2	-3	7	4	-18	2	-1	0.0	-9
N#CCSc1nnc(-c2cnccn2)n1Cc1ccccc1	2	0	9	-6	-10	-13	-5	0.0	9
O=C(C1CCCCC1)N1C[C@@H](O)[C@H](n2cc(C3CC3)nn2)C[C@@H]1c1ccc(Cl)cc1	17	6	-19	7	·	-19	3	-0.2	2
CCN(c1ccccc1)S(=O)(=O)c1ccc2[nH]cc(C(=O)N3CCOCC3)c(=O)c2c1	6	6	0	-7	-15	-7	-5	-0.1	5
CCCC(C)NC(=O)c1ccc(OCc2ccc(Cl)cc2)c(OC)c1 (stereo not drawn)	3	0	-8	13	2	2	-6	0.4	-3
CCOC(=O)c1c(C)[nH]c(C)c1C(=O)COC(=O)c1cc2ccccc2cc1O	-3	3	8	18	-14	34	-8	3.2	-4
O=C(NCCCN1CCCC1=O)c1ccc(S(=O)(=O)Nc2ccccc2F)cc1	0	2	-4	-2	-9	-8	-7	1.0	0
CCOC(=O)N1CCN(CCC(=O)Nc2cc([N+](=O)[O-])ccc2OC)CC1	4	6	-7	9	-11	-1	14	0.8	-2
COCCn1c(=S)[nH]c2cc(C(=O)NC3CCCC(C)C3C)ccc2c1=O (stereo not drawn)	11	2	-11	5	·	-22	-1	-0.2	8
SMILES	CHRM1 PAM	TAAR1 ag	M1 antag	M1 PAM parental	CHO parental Ca	TAAR1 antagonist	CHRM1 agonist	M1 ag parental	CHO-K1 Ca antag
COc1ccc(C(C)(C)C)cc1NC(=O)C1CC=CCC1C(=O)O (stereo not drawn)	3	0	-2	17	-11	0	-1	0.3	-17
Cc1cc(SCC(=O)OCC(=O)NCC2CCCO2)c(C)cc1Br (stereo not drawn)	1	13	-10	-2	-9	21	-9	4.6	-9
COc1cccc(CN(C)C(=O)c2ccc(OCC(=O)N3CCOCC3)c(OC)c2)c1	7	3	-5	7	-11	11	-2	0.6	-9
O=C(COC(=O)C1CCN(S(=O)(=O)c2cccs2)CC1)c1ccc2c(c1)OCCO2	1	7	-10	15	-10	21	-1	3.2	2
COc1ccc(/C=N/NC(=O)c2ccco2)cc1OCc1ccccc1	5	9	-6	14	-8	23	-1	2.4	-4
O=C(COC(=O)Cn1cnc2ccccc2c1=O)NCC12CC3CC(CC(C3)C1)C2	-2	7	-5	1	-14	-9	0	0.9	-8
COC(=O)c1cc(Br)c(=O)n(CCN2CCCCC2)c1	-1	5	-2	-4	2	5	-4	-0.2	13
Nc1nonc1-n1nnc(C(=O)N/N=C/c2ccc(Br)cc2)c1-c1ccc2c(c1)OCO2	9	154*	3	12	-1	93*	14	3.0	-6
O=C1c2ccccc2C(=O)N1CCCCSc1nnnn1-c1ccccc1	4	0	-9	16	-25	15	-2	1.9	-6
COc1cc2nc3occc3c(OC)c2cc1OC	6	2	-5	7	3	10	-6	-0.8	-9
Cc1nc(-c2ccc(F)cc2)c(CC(=O)N2CCN(S(=O)(=O)c3cccc(Cl)c3)CC2)s1	-5	4	12	-22	-29	51*	-5	3.4	-2
Cn1c2ccccc2c2ncn(Cc3ccc(F)cc3)c(=O)c21	5	3	-12	3	-23	18	-4	1.6	-2
CCN(CC)C(=O)c1c([N+](=O)[O-])c(C(C)(C)C)nn1C	7	0	-10	12	-1	9	-10	1.6	-9
COc1ccc(-c2nc3nc(N)nn3cc2C)cc1F	6	0	-4	8	4	-15	-4	0.7	-19
NC(=O)c1ccc(NC(=O)COC(=O)CCC(=O)c2ccc(Cl)cc2)cc1	12	2	-8	15	0	10	-3	2.8	2
CC(=O)c1ccc(NC(=O)C2(c3ccccc3)CC2(Cl)Cl)cc1 (stereo not drawn)	5	27	-6	22	-15	29	7	7.0	-12
Cc1ccc(C2=NN(CC(=O)NCCN(CC(C)C)CC(C)C)C(=O)CC2)cc1	7	-3	-10	16	-22	-8	-8	-1.6	-17
COc1cc(-c2cnc3c(NC=O)cc(-c4cccc(C(F)(F)F)c4)cn23)cc(OC)c1OC	9	0	-23	-6	·	-1	0	0.9	6
CC(C)NC(=O)C1(O)c2ccccc2NC(=O)N1c1ccc(Cl)c(Cl)c1 (stereo not drawn)	14	-1	-10	14	-21	-10	-4	0.5	-13
Cc1nnc(NC(=O)C2CC(=O)N(c3ccc4c(c3)OCCO4)C2)s1 (stereo not drawn)	4	10	2	-8	-7	-13	-4	-0.3	-4
COc1ccccc1C(=O)NC(CCSC)C(=O)NCc1ccccn1 (stereo not drawn)	11	3	-14	0	-3	-21	-3	3.6	0
CNC(=O)OC1CC2CC1[C@H]1CCCCN1C2=O (stereo partly drawn)	·	1	·	26	·	-4	·	0.8	-24
CN(C(=O)COC(=O)COc1ccc2ccccc2c1)c1ccccc1	-9	4	-8	17	·	14	-2	8.9	-5
CCOc1ccc(N2C(=O)c3cccnc3C2=O)cc1	6	15	-3	16	-12	-2	-5	0.6	-6
O=S(=O)(c1ccccc1)N1CCn2c(nc3ccccc32)C1	0	3	-8	13	-6	-16	-3	0.7	9
SMILES	CHRM1 PAM	TAAR1 ag	M1 antag	M1 PAM parental	CHO parental Ca	TAAR1 antagonist	CHRM1 agonist	M1 ag parental	CHO-K1 Ca antag
CCc1cccc(NS(=O)(=O)c2c(C)nc3scc(C)n3c2=O)c1	1	18	-3	3	-4	-5	-8	6.0	-4
O=C(O)CCC(=O)N1CCN(S(=O)(=O)c2ccc3ccccc3c2)CC1	0	3	-1	-21	-2	-5	0	0.1	-4
COc1cc2c(=O)[nH]c3cc([N+](=O)[O-])ccc3c2cc1[N+](=O)[O-]	6	0	-12	6	·	-20	-3	-0.2	-3
COc1ccc(C2C(C(=O)N3CCN(c4ccccn4)CC3)CCC(=O)N2c2ccc(OC)cc2)cc1 (stereo not drawn)	3	2	9	1	-9	-7	-1	-0.4	-4
Cc1ccccc1-n1ccnc1SCC(=O)NCc1ccco1	4	1	0	14	-1	-1	-7	2.2	-11
CC1=C(C(=O)OCC(C)C)C2(O)C(=O)c3ccccc3C2(O)N1 (stereo not drawn)	0	3	3	7	6	-18	-6	7.3	5
Cc1cc(C)c(N2C(=O)CC(Sc3ccccc3N)C2=O)c(C)c1 (stereo not drawn)	9	1	-16	11	·	3	2	2.1	-1
CCNC(=O)NC(=O)C(C)OC(=O)Cc1coc2cc3c(cc12)CCC3 (stereo not drawn)	5	14	-3	11	-20	0	-3	0.6	-12
CSc1nccc(N/N=C/c2ccccc2)n1	8	34	-11	20	-16	31	-3	1.8	-14
Cc1nc(NCCc2ccc(S(N)(=O)=O)cc2)c2c3c(sc2n1)CCC3	1	4	-4	-7	-8	6	-2	4.6	-7
Cc1cc(C(=O)N2CCC2(C)C(=O)O)nn1C(C)(C)C (stereo not drawn)	5	1	-22	-11	·	-3	-2	-0.2	27*
CN(C)c1ccc(/C=N/Nc2ccc(-n3ccnc3)nn2)cc1	-4	4	10	-6	-11	-15	-3	0.1	8
CCC1CCCCN1CCCNC(=O)CC1Oc2ccccc2NC1=O (stereo not drawn)	-9	-1	17	0	-3	5	-13	-0.2	3
Cc1cc(C)cc(N2CC(O)=C(c3nc4ccccc4c(=O)[nH]3)C2=N)c1	10	7	-8	9	-28	-2	-13	0.8	-2
O=C(N/N=C\c1cc(Cl)ccc1O)c1ccc(S(=O)(=O)N2CCCCC2)cc1	4	5	-4	14	-5	-21	-3	2.4	-3
Cc1ccccc1NC(=S)Nc1cccc2cnccc12	4	3	-2	8	8	-10	-4	2.1	-4
CN(C(=O)c1cccc(NC(=O)Cc2ccc(NC(=O)C3CCCN(C(=O)C4CCCC4)C3)cc2)c1)C1CCCCC1 (stereo not drawn)	-12	2	18	4	·	29	-6	0.9	0

Fetched by structure from above:
SMILES	CHRM1 PAM	TAAR1 ag	M1 antag	M1 PAM parental	CHO parental Ca	TAAR1 antagonist	CHRM1 agonist	M1 ag parental	CHO-K1 Ca antag
CC1=C(C(=O)OCC(C)C)C2(O)C(=O)c3ccccc3C2(O)N1 (stereo not drawn)	0	3	3	7	6	-18	-6	7.3	5
COc1cc2c(=O)[nH]c3cc([N+](=O)[O-])ccc3c2cc1[N+](=O)[O-]	6	0	-12	6	·	-20	-3	-0.2	-3
O=C(N/N=C\c1cc(Cl)ccc1O)c1ccc(S(=O)(=O)N2CCCCC2)cc1	4	5	-4	14	-5	-21	-3	2.4	-3
Cc1ccccc1-n1ccnc1SCC(=O)NCc1ccco1	4	1	0	14	-1	-1	-7	2.2	-11
